HepG2 tox – qHTS for Inhibitors of TGF-b: Cytotox Counterscreen; HepG2 CAGA-GFP viability, ATP luminescence, 18 h; Potency, µM (doses to about 46.1 µM), for the others: at the top dose activity change, negative = cytotoxicity, actives largely listed as cytotoxic; 410,000 compounds, 0.76% hits; active = well fitted cell-killing curve with a large enough effect; inactive = no such curve, though single readings can be large or run the other way; also: some results filed as inactive show a strong effect at the top dose
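HepG2 CAGA-GFP cells (1000/well, DMEM with 1% FBS) received compound, then TGF-beta at 500 pg/mL final, and were incubated 18 hours at 37 degrees C. Viability was read by CellTiter-Glo luminescence. Media-only wells were set as complete cell-killing and DMSO as no toxicity.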
* = called active by the depositor. Potency is read from the fitted curve at half-maximal effect.

SMILES	HepG2 tox
Cc1oc2ncnc(N3CCOCC3)c2c1C(=O)NCCc1ccccc1	4%
COc1ccc(C)cc1S(=O)(=O)NCC(c1cccs1)S(=O)(=O)c1ccc(C)cc1 (stereo not given)	-5%
NC(Cc1ccccc1)C(O)c1ccco1 (stereo not given)	-14%
O=c1c(=O)n(-c2ccccc2)ccn1Cc1c(F)cccc1Cl	-31%
Cc1ccc(S(=O)(=O)c2nc(-c3ccco3)oc2SC(C)c2ccccc2)cc1 (stereo not given)	3%
Cc1cc(C)c2c(-n3cccc3)c(C(=O)NCCc3ccc(Cl)cc3)sc2n1	2%
Cc1nnc(SCc2ccccc2)c2cc3sccc3n12	-36%
Cc1ccc(C)c(NC(=O)Cn2c(=O)n(Cc3ccc4c(c3)OCO4)c(=O)c3oc4ccccc4c32)c1	-11%
CCc1ccc(NC(=O)CCCc2nnc3n(CCCOC)c(=O)c4sccc4n23)cc1	-12%
CN(c1ccc(Cl)cc1)S(=O)(=O)c1nnc(NC(=O)C2CCCCC2)s1	-45%
Cc1ccc(SCC(Cc2ccccc2)N2CCN(C)CCC2=O)cc1 (stereo not given)	-26%
CCN(Cc1ccccc1)C(=O)c1cn(-c2cccc(OC)c2)c(=O)c2ccccc12	-17%
COC(=O)c1ccc(NC(=O)c2cc(S(=O)(=O)N3CCc4ccccc43)cn2C)cc1	-21%
CCSc1ncc(Cl)c(C(=O)N(Cc2ccc(C(C)(C)C)cc2)C2CCS(=O)(=O)C2)n1 (stereo not given)	-30%
Cc1cc(N2CCN(c3ccc(F)cc3)CC2)n2cnnc2n1	-1%
CCOc1ccc(NC(=O)Cn2ccn(-c3ccc(F)c(F)c3)c(=O)c2=O)cc1	-7%
COc1ccc(C(=O)Nc2ccc3nc(SCC(=O)N4CCCC4)sc3c2)cc1	-14%
Cc1ccc(-c2noc(CCCC(=O)NCc3ccco3)n2)cc1	-28%
O=C(NCCC1=CCCCC1)c1ccc2c(c1)N(Cc1cccc(Cl)c1)C(=O)c1ccccc1S2(=O)=O	-10%
Cc1ccc2c(c1)cc1c(=O)n(CC(=O)NC3CCCCC3)nc(C)n12	-1%
CCCn1c2ccccc2c2cnn(CC(=O)Nc3ccc(C)cc3Br)c(=O)c21	-7%
COc1ccc(C2CC(=O)Oc3c(C(CCN4CCOCC4)c4ccc5c(c4)OCO5)c(OC)cc(OC)c32)cc1 (stereo not given)	-41%
NC(=O)C1CCN(C(=O)c2ccc3c(c2)N(Cc2cccc(Cl)c2)C(=O)c2ccccc2S3(=O)=O)CC1	-11%
Cc1cccc2sc(N(Cc3cccnc3)C(=O)c3ccco3)nc12	-20%

7 compounds already listed, ordered by length of the SMILES, low to high:
SMILES	HepG2 tox
Cc1ccc(-c2noc(CCCC(=O)NCc3ccco3)n2)cc1	-28%
Cc1cccc2sc(N(Cc3cccnc3)C(=O)c3ccco3)nc12	-20%
Cc1ccc2c(c1)cc1c(=O)n(CC(=O)NC3CCCCC3)nc(C)n12	-1%
COc1ccc(C(=O)Nc2ccc3nc(SCC(=O)N4CCCC4)sc3c2)cc1	-14%
CCOc1ccc(NC(=O)Cn2ccn(-c3ccc(F)c(F)c3)c(=O)c2=O)cc1	-7%
COC(=O)c1ccc(NC(=O)c2cc(S(=O)(=O)N3CCc4ccccc43)cn2C)cc1	-21%
NC(=O)C1CCN(C(=O)c2ccc3c(c2)N(Cc2cccc(Cl)c2)C(=O)c2ccccc2S3(=O)=O)CC1	-11%

(next part)
SMILES	HepG2 tox
COCCNC(=O)CSc1nnc2[nH]c(=O)cc(C)n12	2%
COc1ccccc1CCNC(=O)C1CCN(c2nnc(-n3cccc3CNc3ccc(C)cc3)s2)CC1	-29%
CCOC(=O)N1CCN(Cc2nc3cc(NC(=O)c4ccccc4[N+](=O)[O-])ccc3n2C(C)C)CC1	-3%
O=C(Cn1c(=O)oc2ccccc21)Nc1ccc(C(=O)O)cc1	-12%
CCc1nc2cccnc2n1-c1ccc(CC(=O)Nc2cccc(C)c2C)cc1	-6%
CCOC(=O)c1ccccc1NC(=O)c1nn(C)c2c1COc1ccccc1-2	-26%
CCc1nnc(SCc2c(F)cccc2Cl)c2cc3sccc3n12	-14%
CC(C)(C)C(=O)CSc1nc2ccsc2c(=O)n1Cc1ccccc1F	0%
CC(Oc1ccc(F)cc1)C(=O)Nc1nc(-c2ccc(F)cc2)ns1 (stereo not given)	-42%
Cc1cccc(NS(=O)(=O)c2ccc3oc(=O)c4ncn(C)c4c3c2)c1C	-30%
CCC(C)NC(=O)c1ccc(-n2c(-c3ccccc3)cc3c2CCCC3)cc1 (stereo not given)	-20%
CCCOc1ccc(CNC(=O)CCCn2ncn3c(cc4sc(CC)cc43)c2=O)cc1	-3%

Quoted at random: 5 entries already listed, in no set order.
SMILES	HepG2 tox
CCc1nnc(SCc2c(F)cccc2Cl)c2cc3sccc3n12	-14%
CCc1nc2cccnc2n1-c1ccc(CC(=O)Nc2cccc(C)c2C)cc1	-6%
CCOC(=O)N1CCN(Cc2nc3cc(NC(=O)c4ccccc4[N+](=O)[O-])ccc3n2C(C)C)CC1	-3%
COc1ccccc1CCNC(=O)C1CCN(c2nnc(-n3cccc3CNc3ccc(C)cc3)s2)CC1	-29%
COCCNC(=O)CSc1nnc2[nH]c(=O)cc(C)n12	2%

Next section:
SMILES	HepG2 tox
O=C(COc1ccc(F)cc1)Nc1ccccc1OCc1cc(=O)n2ccccc2n1	-15%
COc1cc(NC(=O)c2nnn(CC(=O)Nc3ccccc3)c2N)cc(OC)c1	-25%
COC(=O)c1ccc(NC(=O)NC(C)c2c(-n3cccc3)sc(C)c2C)cc1 (stereo not given)	-70%
COc1ccc(CCNC(=O)c2cc(=O)[nH]c3ccc(S(=O)(=O)N4CCCCC4C)cc23)cc1OC (stereo not given)	-2%
O=C1C(c2cccc(Br)c2)N(CCc2ccccc2)C(=O)CN1C1CCCCC1 (stereo not given)	-4%
Cc1ccc(Cn2c(=O)c3c(nc4n3CCN4c3cc(C)cc(C)c3)n(C)c2=O)cc1	2%
COc1ccc(Cl)cc1NC(=O)c1c(NCc2cccs2)sc2c1CCCC2	-38%
Cc1cccc(NC(=O)C(=O)NCCc2csc(-c3ccc(C(F)(F)F)cc3)n2)c1C	0%
COc1ccc(C(=O)Nc2ccc(C(=O)OCc3cc(=O)n4nc(C(C)C)sc4n3)cc2)cc1	-6%
Cc1oc(-c2cccc(Br)c2)nc1Cn1c(SCc2cccc(F)c2)nc2cccnc21	-11%
CCCC(=O)N1c2nc(C(C)C)nn2C2(CCCCC2)[C@@H]2CCCC[C@@H]21	-19%
CCc1nnc(SCc2nc(-c3ccc(OC)c(OC)c3)oc2C)c2cc3sc(C)cc3n12	-9%
Cc1cccc(CNC(=O)CSCc2cnn(-c3ccccc3)c2-n2cccc2)c1	-41%
COc1ccc(C(=O)NC(c2ccccc2Cl)c2cc(Cl)c3cccnc3c2O)cc1 (stereo not given)	11µM*
O=C(CSc1nc2c([nH]c3ccccc32)c(=O)n1-c1ccc(F)cc1)NC1CCCCC1	-60%
COc1cc2cc(CNc3ccc(C)cc3)c(=O)n(CC(=O)Nc3ccc(F)cc3F)c2cc1OC	-2%
Cc1ccc(Cl)cc1N1CCN(C(=O)c2ccc3nc(N4CCC(C)CC4)sc3c2)CC1	-26%
C=C1CCN(C(Cc2ccccc2)C(=O)N2CCOCC2)S(=O)(=O)c2ccccc21 (stereo not given)	5%
Cc1ccc2c(CC(=O)N(Cc3ccc(Cl)cc3)Cc3ccco3)coc2c1	-35%
CN(c1ccccc1)S(=O)(=O)c1nnc(NC(=O)c2cccs2)s1	-15%
COc1ccc(-c2noc(-c3cccc(OC)c3OC)n2)cc1	-28%
CCOC(=O)c1cccc(NC(=O)N2Cc3ccccc3Oc3ncccc32)c1	4%
C=C1CCN(C(CC(C)C)C(=O)Nc2nc3ccc(Cl)cc3s2)S(=O)(=O)c2ccccc21 (stereo not given)	-3%
Cc1cccc(N2CCn3c2nc2c3c(=O)n(CCCc3ccccc3)c(=O)n2C)c1	-3%
CCOC(=O)c1cnc(N2CCN(c3ccc(C)cc3C)CC2)c2ccccc12	12%
CCOc1ccc2oc(=O)cc(CN3CCN(c4ccccc4OC)CC3)c2c1	-18%
Nc1c(C(=O)c2ccc(F)cc2)sc(Nc2ccccc2F)c1S(=O)(=O)c1ccc(Br)cc1	-27%
CN1C(=O)CC2(C=CC(=O)C=C2OC(=O)c2ccccc2)c2ccccc21 (stereo not given)	-3%
COc1ccc(NCc2cc3cc4c(cc3n(CC(=O)Nc3ccccc3)c2=O)OCO4)cc1	-10%
COc1ccc(NC(=O)CCCc2nnc3n(CCC(C)C)c(=O)c4sccc4n23)c(OC)c1	-2%
CCN(CC)CCCNC(=O)CN1N=C(c2ccccc2)CCC1=O	-12%
Cc1ccc(NC(=O)Cn2nnc(-c3nc(-c4ccc(Cl)cc4)no3)c2N)cc1C	3%
Cc1ccc(NC(=O)c2ccc(Br)cc2)c(C(=O)c2ccccc2)c1	-4%
Cc1ccccc1OCC(=O)Nc1ccc2nc(SCC(=O)N3CCOCC3)sc2c1	-28%
CCC(Sc1nnc2c3ccccc3n(CC)c2n1)C(=O)Nc1ccc(NC(C)=O)cc1 (stereo not given)	-8%
COc1cc(-c2noc(-c3cc4cc(F)ccc4oc3=O)n2)cc(OC)c1OC	-4%
Cc1cccc(-c2nc3c4ccccc4nc(NCc4ccc(F)cc4)n3n2)c1	-15%
CCc1cccc(C)c1NC(=O)C1CCN(S(=O)(=O)c2c(C)noc2/C=C/c2c(C)cc(C)cc2C)CC1	3%
COc1ccc(C)cc1NC(=O)c1oc2ccc(S(=O)(=O)N(C)C3CCCCC3)cc2c1C	-2%
CCn1c(=O)c2sccc2n2c(CCCC(=O)Nc3ccc(C)cc3)nnc12	1%
Cc1coc2cc3oc(=O)c(CC(=O)NCCc4ccccc4)c(C)c3cc12	-3%
Cc1nn(CCC(=O)Nc2ccc(Cl)cc2)c(C)c1S(=O)(=O)N1CCCCC1	-22%
CCc1ccc(NC(=O)CN2C(=O)C(c3ccc(F)cc3)=NC2(C)C)cc1	-9%
Cc1c(Cl)cccc1NC(=O)N1CCC(CN2CCCC2)CC1	4%
Cc1ccc(OCC(=O)NCC2(N3CCN(C)CC3)CCCCC2)cc1C	1%
COc1ccc(Br)cc1C1C2C=CCC(C)C2C(=O)N1Cc1ccccc1 (stereo not given)	-37%
COc1ccc(Cl)cc1NC(=O)CSc1nc(=O)[nH]c2c1CCC2	-68%
COc1cccc(CNC(=O)Cn2nc(C)n3c(cc4cc(C)ccc43)c2=O)c1OC	5%
COc1ccccc1OCC(=O)N(Cc1ccc(Cl)cc1)CC1CCCO1 (stereo not given)	-11%
CC(C)NC(=O)c1ccc2c(c1)N(Cc1cccc(Cl)c1)C(=O)c1ccccc1S2=O (stereo not given)	-1%
Cc1cc(C)cc(NC(=O)Nc2cccs2)c1	-37%
COc1ccc(CNC(=O)CCc2c(C)c3cc4c(C)coc4c(C)c3oc2=O)cc1OC	-17%
O=C(CN1C(=O)C(c2ccc(F)cc2)=NC12CCCCCC2)Nc1ccccc1Cl	-22%
CSc1ccccc1-c1nnc(NC(=O)c2ccc3c(c2)OCCO3)o1	-17%
CCOC(=O)c1ccc(N2CCN(c3cc(Cl)ccc3C)CC2)c(NC(=O)Nc2cccc(OC)c2)c1	2%
O=C1c2[nH]nc(-c3ccccc3O)c2C(c2ccc(Cl)cc2)N1CCc1ccccc1 (stereo not given)	-91%
Cc1ccc(CNC(=O)C2CCN(S(=O)(=O)c3cn(C)cn3)CC2)cc1	-4%
CCCCNC(=O)CSc1nc2cc3c(cc2c(=O)n1CCCCCC(=O)NCc1ccc(OC)cc1)OCO3	2%
CCOC(=O)c1c(-c2ccccc2)csc1NC(=O)c1nc(S(=O)(=O)CC)ncc1Cl	-35%
Nc1cccc(-c2cn3ccsc3n2)c1	-22%

(list continues)
SMILES	HepG2 tox
CCOc1cccc2cc(-c3nc4sc5c(c4c(=O)[nH]3)CCC(C)C5)c(=O)oc12 (stereo not given)	2%
CCN1CCN(C(=O)c2ccc3c(c2)N(Cc2cccc(Cl)c2)C(=O)c2ccccc2S3=O)CC1 (stereo not given)	-30%
CCC(=O)Nc1cccc(OCc2cc(=O)n3cc(C)ccc3n2)c1	-2%
O=C(Nc1ccc2nc(SCC(=O)N3CCCc4ccccc43)sc2c1)c1ccc(Cl)cc1	-9%
COc1ccc(CN(C(=O)Nc2cccc(OC)c2)C2CCN(C(C)=O)CC2)cc1	-10%
COc1ccc(-c2n[nH]c3c2C(c2ccc(O)cc2)N(c2ccc(Br)cc2)C3=O)cc1 (stereo not given)	-28%
O=C(c1ccccc1)c1ccc2nc(N3CCN(c4ccc(F)cc4)CC3)c3nncn3c2c1	-21%
CCOc1ccccc1C(=O)Nc1ccc(S(=O)(=O)Nc2ncccn2)cc1	2%
O=C(NCCCN1CCN(c2ccccc2)CC1)c1nnc(Cc2c(F)cccc2Cl)o1	-19%
Cc1cccc(C)c1NC(=O)c1csc2c1CCCC2	-9%
CCN(CC)c1ccc(C(=O)NCc2ccc3c(c2)CCN3C(C)=O)cc1	-31%
CCOC(=O)N1CCc2c(sc3c2c(=O)n(Cc2ccccc2)c(=O)n3CC(=O)Nc2cccc(CC)c2)C1	-31%
COc1ccc(C2C(=O)N(C3CCCCC3)CC(=O)N2CCC2=CCCCC2)cc1 (stereo not given)	-21%

Given comma-delimited: 2 of the compounds above
Compound,HepG2 tox
CCN(CC)c1ccc(C(=O)NCc2ccc3c(c2)CCN3C(C)=O)cc1,-31%
CCOC(=O)N1CCc2c(sc3c2c(=O)n(Cc2ccccc2)c(=O)n3CC(=O)Nc2cccc(CC)c2)C1,-31%

This is a subset; rates above refer to the full screens.
